# Source: PubChem
# USP28 inh = inhibitors of human USP28 deubiquitinase. Q96RU2. purified USP28, Ub-rhodamine cleavage fluorescence, 30 min. inhibition, % at 25 µM. actives 3% (n = 47,000). AID 1645857
# USP10 inh = inhibitors of human USP10 deubiquitinase; Q14694; purified USP10, Ub-rhodamine fluorescence, 60 min; inhibition, % at 20 µM; actives 1.1% (n = 47,000)
# OTUD3 inh = blocks human OTUD3 ubiquitin-rhodamine cleavage. Q5T2D3. purified OTUD3, Ub-rhodamine fluorescence, 2 h. actives 0.7% (n = 47,000). AID 1645858. inhibition, % at 25 µM
# UCHL1 block = human UCHL1 deubiquitinase inhibition; purified UCHL1, Ub-rhodamine cleavage fluorescence; actives 0.2% (n = 47,000); inhibition, % at 20 µM; AID 1645859
# USP8 block = inhibitors of human USP8 deubiquitinase; P40818; purified USP8, Ub-rhodamine cleavage fluorescence, 30 min; inhibition, % at 20 µM; actives 4.2% (n = 47,000); AID 1645853
# Target sequence (P40818 whole entry, looked up): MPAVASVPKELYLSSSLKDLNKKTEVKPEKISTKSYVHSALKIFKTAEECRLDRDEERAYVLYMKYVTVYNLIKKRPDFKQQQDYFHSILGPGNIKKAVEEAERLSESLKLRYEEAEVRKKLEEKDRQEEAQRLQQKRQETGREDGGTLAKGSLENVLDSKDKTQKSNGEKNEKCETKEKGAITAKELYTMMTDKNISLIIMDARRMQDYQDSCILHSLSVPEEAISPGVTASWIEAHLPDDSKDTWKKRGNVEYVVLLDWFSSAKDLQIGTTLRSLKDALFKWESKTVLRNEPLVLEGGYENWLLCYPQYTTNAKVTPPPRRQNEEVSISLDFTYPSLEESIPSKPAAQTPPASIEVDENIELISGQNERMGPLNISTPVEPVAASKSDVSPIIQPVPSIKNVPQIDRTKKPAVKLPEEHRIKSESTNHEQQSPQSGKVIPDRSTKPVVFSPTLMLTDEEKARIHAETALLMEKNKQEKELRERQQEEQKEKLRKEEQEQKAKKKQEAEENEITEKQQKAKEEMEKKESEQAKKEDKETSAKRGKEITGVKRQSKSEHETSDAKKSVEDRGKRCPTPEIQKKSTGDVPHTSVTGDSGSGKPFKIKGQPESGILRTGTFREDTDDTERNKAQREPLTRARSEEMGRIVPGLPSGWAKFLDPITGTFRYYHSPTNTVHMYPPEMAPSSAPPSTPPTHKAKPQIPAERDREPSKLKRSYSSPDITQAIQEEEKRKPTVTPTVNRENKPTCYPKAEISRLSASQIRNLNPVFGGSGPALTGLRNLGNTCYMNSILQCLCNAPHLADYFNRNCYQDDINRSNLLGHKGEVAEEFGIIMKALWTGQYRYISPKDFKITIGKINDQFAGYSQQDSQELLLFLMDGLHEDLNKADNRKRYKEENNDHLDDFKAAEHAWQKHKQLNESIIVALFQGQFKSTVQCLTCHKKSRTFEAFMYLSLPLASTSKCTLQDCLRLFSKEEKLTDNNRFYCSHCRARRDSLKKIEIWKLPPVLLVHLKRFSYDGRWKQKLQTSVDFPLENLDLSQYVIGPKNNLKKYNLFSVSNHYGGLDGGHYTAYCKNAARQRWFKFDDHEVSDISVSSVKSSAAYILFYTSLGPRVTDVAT
# USP30 inh = human USP30 deubiquitinase inhibition; Q70CQ3; purified USP30, Ub-rhodamine cleavage fluorescence; inhibition, % at 25 µM; actives 5.3% (n = 47,000)
# USP17 inh = blocks human USP17 ubiquitin-rhodamine cleavage; purified USP17, Ub-rhodamine cleavage fluorescence, 3 h; inhibition, % at 50 µM; actives 6.5% (n = 47,000)
# USP7 block = blocks human USP7 ubiquitin-rhodamine cleavage | Q93009 | purified USP7, Ub-rhodamine cleavage fluorescence | inhibition, % at 20 µM | actives 0.3% (n = 47,000)
# Numbers without * were called inactive; . = no result given. Cut-off read from the data, not from the text of the source: active = inhibition above about 30%; inactive = the rest.
SMILES,USP28 inh,USP10 inh,OTUD3 inh,UCHL1 block,USP8 block,USP30 inh,USP17 inh,USP7 block
Cc1cc(Nc2cccc(C)c2C)n2nc(-c3cccnc3)nc2n1,15.7,-3.5,5.5,0.1,23.7,3.8,25.5,1.0
O=c1cc(CN2CCc3ccccc3C2)nc(-c2ccccc2)[nH]1,-43.2,-0.7,-21.9,-6.2,-10.1,-128.6,-57.9,-4.9
COc1ccccc1N1C(=O)c2ccccc2N2C(=O)c3ccccc3C12 (centres undefined),6.0,1.5,6.7,1.2,-8.4,18.9,4.3,1.6
O=C(Nc1ccc(F)cc1)N(Cc1ccc2c(c1)OCO2)Cc1cc2cc3c(cc2[nH]c1=O)OCCO3,5.0,4.5,5.4,5.9,16.3,22.6,11.0,6.9
COc1ccccc1CNC(=O)Cn1cnc(S(=O)(=O)N2CCCCC2)c1,10.9,1.6,11.4,2.0,21.9,23.0,13.7,4.5
Cc1nn(CC(=O)N2CCc3ccccc3C2)c(C)c1[N+](=O)[O-],1.7,-4.2,7.5,1.8,-2.9,2.6,16.0,-0.2
CCc1noc(-c2ccc(-n3ncc(C(=O)N4CCC(C)CC4)c3C)nc2)n1,0.2,1.9,-0.4,-1.0,-7.3,-0.1,5.9,-3.9
O=C(Cn1c(=O)n(CC(=O)NC2CCCC2)c(=O)c2ccccc21)Nc1ccc(Br)cc1,24.0,4.6,12.3,-1.6,8.7,41.3*,37.8*,8.4
Cn1nc(C(=O)NCc2ccco2)c2c1-c1ccsc1CC2,27.1,4.6,15.1,4.2,20.0,17.2,22.6,-4.9
Cc1nc(-c2cccc(-c3noc(-c4ccccn4)n3)c2)cs1,14.1,1.1,6.8,2.8,4.8,22.4,18.0,-0.3
CCCc1noc(-c2ccnc(-n3cnc(C(=O)N4CCCC4)c3)c2)n1,8.3,0.2,7.4,3.1,8.6,11.2,9.6,1.5
C[C@H]1O[C@H]2O[C@H]1C=Cc1cccc(O)c12,1.0,1.6,16.4,1.4,-5.2,17.5,11.9,5.8
COc1ccc(S(=O)(=O)N2CCN(C34CC5CC(CC(C5)C3)C4)CC2)cc1OC,-7.8,0.6,3.8,-1.4,-0.1,7.9,-0.5,0.9
Cc1cc(NC(=O)/C=C/c2ccccc2)c2ccccc2n1,-11.0,-7.0,-17.0,0.5,-3.0,-52.5,-22.9,-1.4
O=C(Cc1ccccc1)NCc1nc2ccccc2[nH]1,0.1,-1.4,-7.4,-1.0,-0.5,-14.5,-2.5,0.5

# Part of the list above in order of molecular weight, lowest first:
SMILES,USP28 inh,USP10 inh,OTUD3 inh,UCHL1 block,USP8 block,USP30 inh,USP17 inh,USP7 block
Cc1nn(CC(=O)N2CCc3ccccc3C2)c(C)c1[N+](=O)[O-],1.7,-4.2,7.5,1.8,-2.9,2.6,16.0,-0.2
O=c1cc(CN2CCc3ccccc3C2)nc(-c2ccccc2)[nH]1,-43.2,-0.7,-21.9,-6.2,-10.1,-128.6,-57.9,-4.9
Cc1nc(-c2cccc(-c3noc(-c4ccccn4)n3)c2)cs1,14.1,1.1,6.8,2.8,4.8,22.4,18.0,-0.3
Cc1cc(Nc2cccc(C)c2C)n2nc(-c3cccnc3)nc2n1,15.7,-3.5,5.5,0.1,23.7,3.8,25.5,1.0
CCCc1noc(-c2ccnc(-n3cnc(C(=O)N4CCCC4)c3)c2)n1,8.3,0.2,7.4,3.1,8.6,11.2,9.6,1.5
COc1ccccc1N1C(=O)c2ccccc2N2C(=O)c3ccccc3C12 (centres undefined),6.0,1.5,6.7,1.2,-8.4,18.9,4.3,1.6
CCc1noc(-c2ccc(-n3ncc(C(=O)N4CCC(C)CC4)c3C)nc2)n1,0.2,1.9,-0.4,-1.0,-7.3,-0.1,5.9,-3.9
COc1ccccc1CNC(=O)Cn1cnc(S(=O)(=O)N2CCCCC2)c1,10.9,1.6,11.4,2.0,21.9,23.0,13.7,4.5
O=C(Cn1c(=O)n(CC(=O)NC2CCCC2)c(=O)c2ccccc21)Nc1ccc(Br)cc1,24.0,4.6,12.3,-1.6,8.7,41.3*,37.8*,8.4
O=C(Nc1ccc(F)cc1)N(Cc1ccc2c(c1)OCO2)Cc1cc2cc3c(cc2[nH]c1=O)OCCO3,5.0,4.5,5.4,5.9,16.3,22.6,11.0,6.9

# Next section:
SMILES,USP28 inh,USP10 inh,OTUD3 inh,UCHL1 block,USP8 block,USP30 inh,USP17 inh,USP7 block
O=C(C1CC1)N1C[C@@H]2C[C@]2(c2ccccc2)C(=O)c2ccccc21,-6.0,1.9,-0.4,-1.3,-279.9,3.9,-0.1,-2.7
Clc1ccc(-c2nc3ccccn3c2CN2CCCCC2)cc1,5.6,1.4,3.0,3.2,9.9,14.6,0.1,-42.6
CC1(C)CC(=O)N(CC(=O)Nc2ccc(F)cc2)c2ccccc2S1(=O)=O,5.1,0.0,0.0,3.3,8.3,0.0,3.0,-28.3
COc1cccc(NC(=O)CN2C(=O)C(C(=O)N3CCCC3)Sc3ccccc32)c1 (centres undefined),-4.7,0.0,-10.5,-2.6,-5.9,-3.2,-14.1,-10.8
c1cc2c(cc1-c1noc(C3CCOC3)n1)nnn2CCN1CCCCC1 (centres undefined),-19.5,-2.8,-12.0,-4.9,-13.5,-29.7,-10.2,-15.3
O=C1NC2(CCN(C(=O)NCc3ccccc3)CC2)Nc2cc(Cl)ccc21,-0.4,1.4,-1.0,-0.3,-47.2,2.9,0.0,0.5
CSc1cccc(Nc2cc(C(=O)NCC3CCCO3)c3ccccc3n2)c1 (centres undefined),-12.4,4.3,-9.4,0.0,-16.3,-50.4,-19.4,-19.1
COc1ccccc1C1CNCCN1Cc1scnc1C (centres undefined),-17.0,-4.6,2.8,-1.7,-48.1,-15.9,-13.0,1.2
Clc1cccc(-c2nnc(CN3CCN(c4ccccc4)CC3)o2)c1,-0.2,0.1,-0.4,0.2,-19.4,-4.7,-6.1,-0.9
Cc1ccccc1-c1nnc(-c2ccc(C(=O)NCc3ccccc3F)cc2)o1,27.8,7.9,0.3,2.9,9.7,66.1*,35.9*,5.4
Cc1nnc(NCc2cccnc2)c2c1nnn2Cc1ccccc1Cl,18.4,7.0,-1.3,5.4,-24.6,60.1*,-2.1,-24.0
Cn1cc2nc(SCC(=O)NCc3ccc(Cl)cc3)n(CC3CC3)c(=O)c2n1,0.1,-2.4,-7.4,-3.8,38.7*,-7.2,11.8,-8.5
O=C(O)C1CCCCN1Cc1cnc2ccccn12 (centres undefined),9.5,1.7,6.6,-0.9,11.0,14.2,5.0,1.3
Cc1ccc(-c2onc3ccc(C(=O)N4CCCCCC4)cc23)cc1,-11.2,5.9,-10.9,-0.1,-8.6,22.6,11.6,-12.4
O=C(NCC1CCN(c2cc(-c3ccncc3)[nH]n2)CC1)c1ccncc1,-27.9,-1.7,-14.4,-49.6,-245.3,-69.9,-43.2,-47.6
COc1ccc(-c2csc(N)n2)c(O)c1,-3.9,0.3,-8.4,-1.6,3.2,-17.7,-21.8,-1.6
O=C(NC1CC1)c1cn(-c2ccc(Cl)cc2)nn1,-15.5,5.8,-13.8,0.7,6.6,-14.5,.,1.9
CCOc1ccc(Oc2ccc(NC(=O)COc3ccc(C(=O)c4ccccc4)cc3)cc2)cc1,3.2,2.9,-5.8,2.0,-20.4,15.8,7.2,-1.5
Cc1ccc(CN2CC[C@@]3(O)CCCC[C@H]3C2c2ccc3c(c2)OCO3)cc1 (some centres undefined),8.3,-4.5,-1.6,6.2,5.9,-13.7,12.4,0.3
CCc1nnc2ccc(NC(=O)NC3CCCCC3)cn12,-19.9,-4.0,-14.2,-3.3,-25.6,-51.7,-23.3,-2.3
O=C(c1ccc(Cl)cc1)N(c1ccccn1)C1CCCCC1,47.6*,70.7*,43.7*,10.9,54.2*,80.5*,86.5*,51.6*
COc1cccc(CNC(=O)CCc2nc3sc4c(c3c(=O)[nH]2)CCCCC4)c1,-3.8,1.1,-0.7,-2.1,4.3,-26.2,-11.7,-0.5
CC1(C(=O)NC2CCCC2)Cn2cnc(C(=O)NCc3ccccn3)c2C(=O)N1C1CC1 (centres undefined),4.1,-0.1,5.4,0.1,-6.1,0.8,6.3,3.0
COc1ccc(CN2CC[C@@H]3[C@H]2C(=O)NC[C@H](CCC(=O)Nc2ccccc2)N3C)cc1,-6.8,-0.6,-3.2,0.5,-0.1,-24.3,-47.4,-9.9
CCOc1ccc(C(C)Nc2nc(C(F)(F)F)nc3ccccc23)cc1OCC (centres undefined),0.0,-1.7,4.5,1.6,2.7,-0.4,7.1,7.8
CC(=O)N1c2ccccc2O[C@@H]2C[C@@H](NC(=O)c3ccccc3F)[C@@H](O)[C@@H]21,-5.9,2.8,-0.1,0.0,-21.5,1.8,6.4,1.5
COc1cccc(C(=O)Oc2ccc3c(=O)c(-c4ccc(OC)c(OC)c4)coc3c2)c1,-3.7,2.5,-6.0,-2.6,3.9,11.6,79.5*,5.0
Cc1ccc(C)c(-c2nc(CSc3nc4c(=O)[nH]c(C)nc4n3C)c(C)o2)c1,1.8,1.3,4.8,3.2,1.3,4.9,9.8,6.6
Cc1nc(-c2cc(C)[nH]n2)cc(C2CCCN(S(C)(=O)=O)C2)n1 (centres undefined),5.3,0.6,6.8,-0.1,3.9,7.8,8.2,3.2
CC(C)CC(=O)N1CCC(c2ncncc2-c2ccnc(N)c2)C1 (centres undefined),2.8,-1.3,-2.0,-2.7,7.2,0.5,-3.0,-0.9
FC(F)(F)c1cccc(Nc2nnc(-c3cccnc3)s2)c1,-2.4,0.5,2.1,-2.1,-20.6,21.7,50.2*,1.1
CCOc1ccccc1NC(=O)c1cnc(N2CCN(CC)CC2)nc1C,2.7,0.3,8.9,1.4,20.7,23.6,15.0,1.9
Cc1nc2nc(COc3ccccc3)[nH]n2c(=O)c1Cc1ccccc1,.,5.8,-4.5,-1.0,4.6,.,6.2,4.4
Cc1c(C2c3ccccc3C(=O)N2CC(=O)NCC(N)=O)c2ccccc2n1C (centres undefined),-14.0,-0.9,-9.4,-1.0,-9.4,-25.7,-13.2,-6.0
COc1cc(/C=C/C(=O)OCC(=O)N2c3ccccc3CC2C)cc(OC)c1OC (centres undefined),-0.5,2.6,-1.5,2.1,2.8,-2.3,12.5,6.0
O=C(Nc1cccc(-c2nc3ncccc3o2)c1)c1cccc(-c2cc3ccccc3oc2=O)c1,69.5*,4.1,21.7,7.9,6.0,67.2*,68.0*,10.6
O=C(COC(=O)C(c1ccccc1)c1ccccc1)NCc1ccccc1,21.2,15.0,21.0,13.2,7.1,33.7*,24.8,6.2
Fc1ccc(CNc2nn3c(-c4cccnc4)cnc3s2)cc1,12.0,4.8,-3.0,-0.7,-2.8,1.7,25.2,-16.4
Cn1ccc2cc(CCC(=O)NCc3ccncc3)ccc21,-0.3,-0.5,-2.4,-1.4,-3.5,-11.1,-6.4,-0.5
COc1ccc(C2OC(=O)Cc3cc(OC)c(OC)cc32)cc1 (centres undefined),6.2,-0.1,18.1,-0.1,-124.4,5.5,2.1,-0.6
CC(=O)Nc1nsc(N2CCC(C(=O)NCc3ccc(F)cc3)CC2)n1,-0.2,-0.7,-6.0,-3.8,-17.6,6.8,-8.9,-1.8
O=C1COc2ccc(S(=O)(=O)N3CCCC(C(=O)N4CCOCC4)C3)cc2N1 (centres undefined),8.9,-3.1,5.2,-0.3,9.7,3.3,8.6,2.0
O=S(=O)(c1ccc(NC2CCCc3ccccc32)nc1)N1CCOCC1 (centres undefined),-7.8,1.7,-0.2,0.0,-6.0,12.8,-2.2,-0.9
CCC(=O)c1ccc(OCC(=O)Nc2ccc3nc(C)sc3c2)cc1,-42.9,-5.2,-28.8,-8.8,-13.0,-168.3,5.3,-7.3
COc1ccc2[nH]c(=O)c(CN(CCN3CCCC3)C(=O)NC3CCCCC3)cc2c1,-36.8,-6.6,-47.8,-6.8,-15.8,-95.2,-19.6,-10.4
Cc1ccccc1-c1noc(-c2ccccc2OCC(=O)NCc2ccco2)n1,-6.8,12.1,4.5,10.8,11.1,-31.7,20.6,-9.1
CCOc1ccc(S(=O)(=O)N(C)c2ccc(OCC(=O)Nc3ccccc3)cc2)cc1,7.6,-1.0,1.4,1.0,1.9,-47.4,-4.5,8.9
Cn1c(=O)c2c(-c3ccc(F)cc3)n(CC(N)=O)cc2n(C)c1=O,9.1,2.4,12.8,2.2,4.4,19.3,-3.0,4.2
CC1CCCN(Cc2nc(-c3ccc(N4CCCCCC4)nc3)no2)C1 (centres undefined),-4.6,-0.2,-4.0,3.4,1.8,-27.7,-0.7,-6.3
Cc1ccc(CNC(=O)c2cccc(N3C(=O)C(C)(C)CS3(=O)=O)c2)cc1,10.1,-8.1,10.8,0.0,8.7,23.6,4.9,4.0

# Marked active in USP7 block (from the list above):
SMILES,USP28 inh,USP10 inh,OTUD3 inh,UCHL1 block,USP8 block,USP30 inh,USP17 inh,USP7 block
O=C(c1ccc(Cl)cc1)N(c1ccccn1)C1CCCCC1,47.6*,70.7*,43.7*,10.9,54.2*,80.5*,86.5*,51.6*
